Screening results (PubChem)
NPYLR7 agonist: activates Aedes aegypti NPYLR7 receptor | HEK293T NPYLR7/Galpha15, GCaMP6s calcium fluorescence | activation, % at 10 µM | hit rate 0.15% among 270,000; in the data active means activation above about 40%;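 further: 0% = vehicle and 100% = reference agonist at the receptor; some compounds past the cut are filed as inactive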
hcGAS lum: blocks human cGAS activity. Q8N884. recombinant h-cGAS, ATP depletion, Kinase-Glo luminescence. inhibition, % at 12.5 µM. hit rate 0.081% among 290,000. AID 1259398;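 further: 0% = vehicle reaction and 100% = reaction without DNA for no activity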
Target sequence (Q8N884 whole entry, looked up): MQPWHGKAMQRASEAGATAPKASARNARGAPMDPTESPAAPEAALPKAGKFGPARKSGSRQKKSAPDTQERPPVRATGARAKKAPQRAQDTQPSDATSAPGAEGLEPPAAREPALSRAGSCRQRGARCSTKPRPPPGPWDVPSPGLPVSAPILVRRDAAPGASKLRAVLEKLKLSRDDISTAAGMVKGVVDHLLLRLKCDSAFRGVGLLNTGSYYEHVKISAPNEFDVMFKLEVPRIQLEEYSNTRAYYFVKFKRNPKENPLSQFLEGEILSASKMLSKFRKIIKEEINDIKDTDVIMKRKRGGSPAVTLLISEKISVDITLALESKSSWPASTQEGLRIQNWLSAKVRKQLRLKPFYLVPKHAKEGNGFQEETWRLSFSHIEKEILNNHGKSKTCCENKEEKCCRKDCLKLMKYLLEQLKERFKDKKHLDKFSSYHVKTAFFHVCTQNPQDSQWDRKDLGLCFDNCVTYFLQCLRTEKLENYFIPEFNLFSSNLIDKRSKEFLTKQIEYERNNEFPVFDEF
mcGAS lum: mouse cGAS inhibition by luminescence | Q8C6L5 | hit rate 0.15% among 160,000 | inhibition, % at 12.5 µM | recombinant cGAS, Kinase-Glo ATP depletion luminescence;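 further: 0% = negative control wells and 100% = reference inhibitor with no enzyme activity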
* = called active by the depositor; · = no result given; & = joins results of further samples. Unless noted, no stated cut-off is given here; in the data, active means inhibition above about 40%; inactive means the rest.

SMILES	NPYLR7 agonist	hcGAS lum	mcGAS lum
Cc1ccc(OC(=O)c2ccccc2C(=O)OCC(F)(F)C(F)F)cc1	-14	-5	·
O=S(=O)(Oc1ccc2ccccc2c1Cl)N1CCCCC1	5	6	·
COCCCN(Cc1c(C)nn(-c2cccc(F)c2)c1N1CCN(C)CC1)C(=O)c1cc(OC)cc(OC)c1	5	-9	-6
COc1cc(Br)c(CC(=O)NC2=NCCS2)cc1OC	-1	-3	·
CC(=O)Nc1cncc(-c2cccs2)n1	5	-13	·
NC(=O)c1cccnc1N1CCN(C2CCN(Cc3ccccc3)CC2)CC1	·	1	-3
O=C(NCC1CCN(c2nc(Cc3ccc(Cl)cc3)ns2)CC1)c1ccc(Br)cc1	14	-9	-6
CC(=O)Nc1cccc(Oc2cc(C#N)c(C#N)cc2N2CCCCCC2)c1	-4	-8	·
Cn1c(NC(=O)c2ccc(C(F)(F)F)cc2)cc(=O)n(C)c1=O	9	-8	-8
COc1ccc(CCN(C)C(=O)CCN(Cc2ccco2)c2nc(Cc3ccc(C)cc3)ns2)cc1OC	20	-3	-6
CC(C)C(=O)N1CCC1(C)C(=O)Nc1ccccn1 (stereo unspecified)	-3	-6	-6
CC(=O)N1N=C(c2ccc([N+](=O)[O-])cc2)CC1c1ccccc1 (stereo unspecified)	-5	5	-4
Cc1oc(-c2ccc(NC(=O)Cc3ccccc3)cc2)nc1CNC(=O)C1CC=CCC1 (stereo unspecified)	16	-8	-10
O=C(NC1CCC(O)CC1)N1CC(OCCCOc2ccccc2)C1 (stereo unspecified)	-1	7	·
CCOC(=O)C1=C(O)/C(=C\c2ccccn2)SC1=Nc1ccccc1C	7	-7	-6

Gathered by group, the entries above with bromine.
SMILES	NPYLR7 agonist	hcGAS lum	mcGAS lum
COc1cc(Br)c(CC(=O)NC2=NCCS2)cc1OC	-1	-3	·
O=C(NCC1CCN(c2nc(Cc3ccc(Cl)cc3)ns2)CC1)c1ccc(Br)cc1	14	-9	-6

New compounds follow.
SMILES	NPYLR7 agonist	hcGAS lum	mcGAS lum
CCN(CC)C(=NS(=O)(=O)c1ccc(Cl)cc1)c1ccc(Cl)cc1	-7	-8	-4
COc1cccc(-c2cnc(-c3ccc(CNC(=O)C=C(C)C)cc3)[nH]2)c1	25	-1	-4
Cc1cc(C)cc(OCc2nc(CN(CCN3CCOCC3)C(=O)c3ccc(Cl)cc3)cs2)c1	·	-3	-3
CN1C(=S)N(c2ccc(OCc3ccccc3)cc2)C(=O)/C1=C\c1cccc(OCCO)c1	23	-4	-7
CC(=O)c1cccc(-n2c(=O)c3ccccc3n(CC(=O)NCc3ccc(F)cc3)c2=O)c1	19	-6	-6
Cc1ccc(CN2CCN(c3cncc(C(=O)N4CCCC4)n3)CC2)cc1F	1	-5	·
CCc1nc2c(OCCn3cccc3)cccn2c1N(C)C(=O)c1ccccc1F	-10	-1	-1
CN(C)C(CNC(=O)C(=O)Nc1ccc(F)cc1Br)C1CCCCC1 (stereo unspecified)	0	-8	·
COc1ccccc1-c1cc(C(=O)N2CCCC(N(C)Cc3ccccc3)C2)[nH]n1 (stereo unspecified)	22	-13	·
CCc1nc2ccc(C(=O)Nc3ccc(NC(C)=O)cc3)cn2c1N(C)Cc1nccn1C	-4	-4	-3
O=C(CC1CCCC1)NCCn1ncc2c(N3CCCCCC3)ncnc21	-3	-5	-1
COc1ccc(S(=O)(=O)N2CCCCCC2)cc1C(=O)Nc1ccc2oc(C)nc2c1	4	-8	·
Cc1cc(=O)n2c(-c3ccc(NC(=O)Nc4cccc(Cl)c4)cc3)csc2n1	-5	4	0
CCCCn1nc(Cn2cncn2)nc1CC1CCS(=O)(=O)C1 (stereo unspecified)	·	-8	-4
CC(=O)NCCc1nc2ccccc2n1CCOc1ccc2ccccc2c1	1	-4	-7

Part of the list above, with each value named:
CC(=O)c1cccc(-n2c(=O)c3ccccc3n(CC(=O)NCc3ccc(F)cc3)c2=O)c1
  NPYLR7 agonist: 19 | hcGAS lum: -6 | mcGAS lum: -6

Cc1ccc(CN2CCN(c3cncc(C(=O)N4CCCC4)n3)CC2)cc1F
  NPYLR7 agonist: 1 | hcGAS lum: -5 | mcGAS lum: ·

CCc1nc2c(OCCn3cccc3)cccn2c1N(C)C(=O)c1ccccc1F
  NPYLR7 agonist: -10 | hcGAS lum: -1 | mcGAS lum: -1

Further structures
SMILES	NPYLR7 agonist	hcGAS lum	mcGAS lum
NC(=O)[C@@H]1CCCN1C(=O)CCCn1cnc2ccccc2c1=O	5	-4	·
Cc1ccc(OCC(=O)Nc2ccc(F)cc2Cl)nc1	1	-5	·
Nc1nc(SCC(=O)Nc2cccc(Cl)c2)[nH]c(=O)c1NC(=O)c1ccccc1F	-1	-3	-7
COCCC1(NC(=O)C2CC2)CCN(C(=O)C2CC2)CC1	·	-12	-4
CCOCCOC(=O)C1=C(C)NC2=C(C(=O)CC(c3ccc(Cl)cc3)C2)C1c1ccccc1Cl (stereo unspecified)	-8	-2	-4
CCOc1ccc(-c2ccc(C(=O)N3CCC(Cc4ccccc4)CC3)s2)cc1	26	-4	-8
COc1cccc(OC)c1CC(=O)NC1CC=CCC1 (stereo unspecified)	3	-17	-17
O=C(NC1CC1)c1nn(-c2ccccc2F)c(=O)n(Cc2ccc(C(F)(F)F)cc2)c1=O	4	-3	-3
COCCN(Cc1ccc(OC)c(OS(C)(=O)=O)c1)C(=O)c1ccc(Cl)cc1	8	-9	-6
Cc1c(C(=O)NCC(c2ccsc2)N(C)C)oc2ccccc12 (stereo unspecified)	-1	5	·
Cc1nn2c(nnc3c(C)nccc32)c1-c1ccccc1	-11	1	·
CCC1CCCCN1CCNC(=O)C1(C)CCN(C(=O)OC(C)(C)C)C1 (stereo unspecified)	6	-8	·
CN1CCN(CC(=O)Nc2sc3c(c2C#N)CCC3)CC1	0	-6	-4
c1nc(N2C[C@@H]3C4CCC(CC4)[C@@H]3C2)c2cc[nH]c2n1	8	-8	·
CCOC(=O)c1c(-c2ccc(OC)cc2)csc1NC(=O)c1ccco1	-3	-6	-6
O=C(Nc1ccc(Nc2ccc(-n3cccn3)nn2)cc1)Nc1cccc(F)c1	-6	-4	-9
C=Cn1cc[n+](CC(=O)c2ccc(Cl)c(Cl)c2)c1	-3	-4	·
Cc1nc2sccn2c1C(=O)N1CCCC(C(=O)c2cccc(C(F)(F)F)c2)C1 (stereo unspecified)	5	-10	·
Oc1ccc(CCC2CCCCN2Cc2nc(C3CC3)no2)cc1 (stereo unspecified)	-5	3	-2
COc1cccc(OC)c1-c1cnnc(NCc2cnn(Cc3ccccc3)c2)n1	5	-10	·
CCN1CCN(c2c(CN(CCC(C)C)C(=O)c3cccs3)c(C)nn2-c2ccccc2)CC1	-5	-6	-5
CCOC(=O)Cn1c(O)c(N=NC(=O)CNC(=O)c2ccccn2)c2ccccc21	11	-4	-5
CCCC(O)CN1CCC(=O)N(Cc2ccco2)Cc2cc(F)ccc21 (stereo unspecified)	1	-3	-5
Cc1ccc(S(=O)(=O)N(C)c2nc3ccccc3n3c(-c4ccc(F)cc4)nnc23)cc1	6	-1	·
CON(C)C(=O)c1c[nH]c2cc(Cl)ccc12	16	-8	-18
CC(C)n1cnnc1CN(C)Cc1coc2ccc(Cl)cc2c1=O	0	-4	-10
COc1ccc(CC(=O)Nc2c(C)nc3scc(C)n3c2=O)cc1OC	11	-11	-8
Cc1ccc(-n2c(SCc3ccccc3C)nnc2C(C)NC(=O)c2cccc([N+](=O)[O-])c2)cc1 (stereo unspecified)	13	-9	-5
COc1cc(CCNC(=O)COc2c(C)ccc(C)c2C)ccc1O	-3	-1	-13
CCCc1[nH]n(-c2ccc(F)cc2)c(=O)c1C1=C(N(CC)CC)C(=O)N(c2ccccc2F)C1=O	1&18	1&-6	-7&-5
CC(C)c1nn(Cc2ccccc2F)c(=O)c2c1cnn2C(C)(C)C	10	-3	·
Cc1c(-n2cccc2)cccc1-n1cnnc1	1	2	·
C=CCN(CC(=O)c1c(C)[nH]c(C(=O)OC)c1C)C(=O)C(C)C	·	-3	1
Cc1ccc(NC(=O)CN(C)Cc2nc(N)nc(N(C)C)n2)cc1	11	-7	·
Cc1cccnc1N1CCN(C(=O)c2cc(CC(C)C)nc(N)n2)CC1	12	-6	·
CC(C(=O)Nc1ccc(Cl)cc1)S(=O)(=O)Cc1ccc(F)cc1Cl (stereo unspecified)	-1	-6	·
CC1CCCN(C(=O)Cn2cnc3c2c(=O)n(C)c(=O)n3C)C1 (stereo unspecified)	9	2	2
CS(=O)(=O)N1CCC(C(=O)Nc2nnc(-c3cc4ccccc4o3)o2)CC1	2	0	·
CCc1csc(CNC(=O)c2ccc(OCC3(C)CCCNC3)nc2)n1 (stereo unspecified)	5	-5	·
CC(C)Oc1nc(-c2cccs2)n(-c2cccc(NC(=O)Nc3cccc(Cl)c3)c2)n1	4	-3	-8
FC(F)Oc1ccc(NC(=S)Nc2cccnc2)cc1Cl	0	-7	·
CC(C)(C)c1ccc(C(=O)Nc2cccc(-c3cccc(-c4ccc(F)cc4)n3)c2)cc1	3	-7	-7
CCCCN(C(=O)c1cccc(OC)c1)C(CC)c1nc2ccccc2c(=O)n1-c1ccc(OC)cc1 (stereo unspecified)	9	-4	-6
COC(=O)c1ccc(NC(=O)Cn2nc(-c3ccccc3)c3sc(N4CCCC4)nc3c2=O)cc1	-3	-8	-10
O=C(C1=CCCCC1)N1CCC(n2c(-c3ccccc3)nc3ccc(F)cc32)CC1	1	-6	-5
COc1cc(I)c(Cl)cc1C(=O)N(C)CC(C)(C)O	2	-8	·
CC(N)=C(C#N)C(=O)Cn1cc(S(=O)(=O)N2CCCC2)ccc1=O	22	-5	-8
COc1ccc([C@H](C)NC(=O)c2ccc(-c3cc(-c4cccc5ccccc45)[nH]n3)cc2)cc1	25	-6	-8
O=C(c1cc(F)cc(F)c1)N1CCN(C(=O)c2ccco2)CC1	6	-3	-9
O=C(CCc1nnc(CCCc2ccccc2)o1)NCCc1ccco1	0	-4	·
COc1cc(OC)c2[nH]c(C(=O)N(C)C(C)c3cc4ccccc4o3)cc2c1 (stereo unspecified)	0	-5	·
O=[N+]([O-])c1cc(NC(=S)NC2CCCCC2)ccc1Cl	0	-4	·
CN1CCC(N(C)S(=O)(=O)c2ccc3c(c2)CN(C(=O)C(F)(F)F)CC3)CC1	-6	-4	-3
c1cn(CCCNC2=NCCCCC2)cn1	-4	-19	·
CSCC(CCO)Nc1cccc(F)n1 (stereo unspecified)	13	-11	·
Cc1ccc2c(NC(=O)c3ccnn3C(C)C)cccc2n1	0	-3	·
Cc1ccc(C(=O)Nc2ccccc2)cc1S(=O)(=O)Nc1ccc(Br)cc1	4	5	-9
N#CCCN(C(=O)CN1CCN(c2nccs2)CC1)c1cccc(Cl)c1	13	-10	·
O=C1CCCCN1CCC(=O)N1CCc2onc(-c3cccc4ccccc34)c2C1	3	7	·
COc1ccc(C2(O)CN(c3cccc(C)c3)C3=[N+]2CCCCC3)cc1OC (stereo unspecified)	-1	-6	-7

(listing goes on)
SMILES	NPYLR7 agonist	hcGAS lum	mcGAS lum
CCCCNC(=O)N1CCN(c2cc(Cl)nc(SCC(=O)NCCc3ccccc3)n2)CC1C (stereo unspecified)	13	-8	-6
Cc1c(Cl)c(C(F)(F)F)nn1CC(=O)N1CCSCC1	10	-4	·
COc1ccc(C(C)=O)cc1CSCC(=O)NC(C)C(C)C (stereo unspecified)	-4	-4	·
Cc1cc(C)cc(CSc2nc3ccccc3c(=O)n2C)c1	-5	-2	·
CC(C)(C)C(=O)NCCc1nc2ccccc2n1CCCCOc1ccccc1	-6	10	-1
CCOc1cc(CN2CCC(C3(Cc4cccc(OC)c4)NC(=O)N(C)C3=O)CC2)ccc1O (stereo unspecified)	32	-2	-8
Brc1ccccc1CSc1nnc(-c2ccc3c(c2)OCO3)o1	0	-4	-5
COc1cc(OC)c(CNC(=O)CN2CCCN(C)c3ccc(Cl)cc32)c(OC)c1	-1	-7	·
Cc1nn(C)c(C)c1CCNC(=O)NC1CCCCC1	·	-3	-4
C#CCN(CC#CC)CC(=O)Nc1ccc(N2CC(C)OC(C)C2)cc1 (stereo unspecified)	8	-6	·
Cc1cccn2c(=O)c3cc(C(=O)NC4CCCCCC4)n(C)c3nc12	3	-2	·
COc1ccccc1C(=O)N(Cc1csc(COc2cc(C)cc(C)c2C)n1)C1CC1	4	-2	-7
CCN(C(=O)c1cc(=O)[nH]c2ccc(Cl)cc12)c1ccccc1	0	-3	·
COCc1nnc(NS(=O)(=O)c2ccc(F)cc2)s1	-3	9	·
Cc1c(C(=O)NCCc2cccc(Cl)c2)cnc2c(-c3cccs3)cnn12	20	-4	-6

Compound profiles (already shown):
Cc1c(C(=O)NCCc2cccc(Cl)c2)cnc2c(-c3cccs3)cnn12 is listed as NPYLR7 agonist = 20; hcGAS lum = -4; mcGAS lum = -6
CC(C)(C)C(=O)NCCc1nc2ccccc2n1CCCCOc1ccccc1 is listed as NPYLR7 agonist = -6; hcGAS lum = 10; mcGAS lum = -1
COc1ccccc1C(=O)N(Cc1csc(COc2cc(C)cc(C)c2C)n1)C1CC1 is listed as NPYLR7 agonist = 4; hcGAS lum = -2; mcGAS lum = -7

Remaining list, next part
SMILES	NPYLR7 agonist	hcGAS lum	mcGAS lum
O=C(NCCc1cscn1)c1cn(Cc2c(F)cccc2F)nn1	·	-6	-11
CCCCc1[nH]nc2ccnc(-c3ccc(C#N)cc3)c12	1	-9	-3
COc1ccc(CNC(=O)[C@@H]2C[C@H](NC(=O)C3CCC3)CN2C)cc1OC	0	-6	·
COc1ccccc1CN(CCc1c[nH]c2ccccc12)Cc1nc(C(=O)N2CCN(C(C)=O)CC2)co1	19	2	-3
CCCN(Cc1cccc(OC)c1)Cc1ccc(C(O)(CCC)CCC)o1	-8	-2	-3
Cc1ccc(-n2ccnc(SCc3ccccc3)c2=O)cc1F	6	5	0

The order is random. About 0.27% of those tested had a hit in this group.
